Screening results as filed in PubChem BioAssay.
STK33 inh = inhibitors of human STK33 kinase | 320,000 tested, 0.073% active | inhibition, % at 10 µM | AID 2661 | purified STK33, MBP phosphorylation, ADP-Glo luminescence;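 active = inhibition at or above 25%, using the most active replicate where run in duplicate; inactive = inhibition below 25%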
Target sequence (Q9BYT3 whole entry, looked up): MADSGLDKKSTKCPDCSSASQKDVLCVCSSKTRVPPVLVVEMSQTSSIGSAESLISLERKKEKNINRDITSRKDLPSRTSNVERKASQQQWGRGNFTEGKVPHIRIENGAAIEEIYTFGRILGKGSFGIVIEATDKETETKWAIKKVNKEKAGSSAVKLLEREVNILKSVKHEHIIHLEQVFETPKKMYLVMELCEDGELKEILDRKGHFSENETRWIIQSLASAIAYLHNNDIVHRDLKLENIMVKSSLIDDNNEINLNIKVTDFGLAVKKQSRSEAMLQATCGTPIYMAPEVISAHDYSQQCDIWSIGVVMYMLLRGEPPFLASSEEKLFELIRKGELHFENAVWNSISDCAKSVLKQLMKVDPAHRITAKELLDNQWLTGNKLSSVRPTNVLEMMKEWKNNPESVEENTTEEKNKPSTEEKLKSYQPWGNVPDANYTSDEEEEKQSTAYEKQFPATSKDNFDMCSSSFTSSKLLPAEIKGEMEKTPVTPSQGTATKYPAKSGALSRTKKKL
OX1R antag = blocks the human orexin 1 receptor | O43613 | 330,000 tested, 1.8% active | OX1R-expressing cells, FRET antagonist read-out | inhibition, % at 6.6 µM | AID 485270; in the data active = inhibition mostly above about 38%, no sharp cut-off; inactive = mostly below about 40%;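 note: 0% = agonist challenge alone and 100% = reference antagonist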
Target sequence (O43613 whole entry, looked up): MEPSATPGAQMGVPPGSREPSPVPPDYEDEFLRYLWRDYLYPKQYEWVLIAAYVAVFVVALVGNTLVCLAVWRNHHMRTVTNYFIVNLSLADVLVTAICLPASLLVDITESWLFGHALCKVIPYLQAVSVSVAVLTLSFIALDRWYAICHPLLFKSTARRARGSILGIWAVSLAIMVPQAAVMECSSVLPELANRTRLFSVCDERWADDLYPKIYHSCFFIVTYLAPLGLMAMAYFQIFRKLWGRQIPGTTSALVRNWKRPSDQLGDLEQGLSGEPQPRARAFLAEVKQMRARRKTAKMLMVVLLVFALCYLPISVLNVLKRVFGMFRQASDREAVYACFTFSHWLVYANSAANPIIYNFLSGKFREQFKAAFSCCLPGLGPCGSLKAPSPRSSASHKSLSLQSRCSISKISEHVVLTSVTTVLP
An asterisk follows results filed as active; x = not tested or not shown.

The opening seven records as a preview:
SMILES	STK33 inh	OX1R antag
COC(=O)c1ccc(Nc2nc(N3CCOCC3)nc(N3CCOCC3)n2)cc1	-0.1	-0.7
Cc1ccc(S(=O)(=O)N2CCOCC2)cc1NC(=O)CSc1nc2ccccc2c(=O)n1Cc1ccccc1	-2.1	18.6
O=C(Nc1cc(Cl)cc(Cl)c1)C(NCCO)c1ccccc1 (configuration not stated)	-1.0	-3.1
COc1cccc(NC(=O)CSc2ccccn2)c1	-0.2	5.8
C[C@]12c3[nH]c4cc(-c5ccco5)ccc4c3CCN1C(=O)[C@@H](CC(=O)NCCN1CCOCC1)C[C@@H]2C(=O)N1CCOCC1	x	1.3
CC1(C)CC(=O)C(C=Nc2cccnc2/N=C/C2=C(O)CC(C)(C)CC2=O)=C(O)C1	-1.2	79.0
COC(=O)Nc1ccc(S(=O)(=O)N2CCC(C(=O)NCc3ccc4c(c3)OCO4)CC2)cc1	-2.0	9.2

This part in full, from the start:
SMILES	STK33 inh	OX1R antag
COC(=O)c1ccc(Nc2nc(N3CCOCC3)nc(N3CCOCC3)n2)cc1	-0.1	-0.7
Cc1ccc(S(=O)(=O)N2CCOCC2)cc1NC(=O)CSc1nc2ccccc2c(=O)n1Cc1ccccc1	-2.1	18.6
O=C(Nc1cc(Cl)cc(Cl)c1)C(NCCO)c1ccccc1 (configuration not stated)	-1.0	-3.1
COc1cccc(NC(=O)CSc2ccccn2)c1	-0.2	5.8
C[C@]12c3[nH]c4cc(-c5ccco5)ccc4c3CCN1C(=O)[C@@H](CC(=O)NCCN1CCOCC1)C[C@@H]2C(=O)N1CCOCC1	x	1.3
CC1(C)CC(=O)C(C=Nc2cccnc2/N=C/C2=C(O)CC(C)(C)CC2=O)=C(O)C1	-1.2	79.0
COC(=O)Nc1ccc(S(=O)(=O)N2CCC(C(=O)NCc3ccc4c(c3)OCO4)CC2)cc1	-2.0	9.2
CSCCC(NC(=O)COc1ccccc1)C(=O)NC1CCC(C)CC1 (configuration not stated)	-0.9	4.6
Cc1nonc1CC(=O)NC1CCCc2c1cnn2-c1ccc(F)cc1F (configuration not stated)	x	1.2
CCN(C(=O)COC(=O)c1cccn1C)C1CCS(=O)(=O)C1 (configuration not stated)	0.0	8.0
COc1ccc(/C=N/c2nc3ccccc3n2CCN2CCCCC2)cc1OC	-1.1	2.5
CC(=O)c1sc2nc(-c3ccccc3)cc(C)c2c1N	-1.7	23.8

6 compounds from above, arranged by molar mass, smallest number first:
SMILES	STK33 inh	OX1R antag
COc1cccc(NC(=O)CSc2ccccn2)c1	-0.2	5.8
CCN(C(=O)COC(=O)c1cccn1C)C1CCS(=O)(=O)C1 (configuration not stated)	0.0	8.0
Cc1nonc1CC(=O)NC1CCCc2c1cnn2-c1ccc(F)cc1F (configuration not stated)	x	1.2
CC1(C)CC(=O)C(C=Nc2cccnc2/N=C/C2=C(O)CC(C)(C)CC2=O)=C(O)C1	-1.2	79.0
COC(=O)Nc1ccc(S(=O)(=O)N2CCC(C(=O)NCc3ccc4c(c3)OCO4)CC2)cc1	-2.0	9.2
Cc1ccc(S(=O)(=O)N2CCOCC2)cc1NC(=O)CSc1nc2ccccc2c(=O)n1Cc1ccccc1	-2.1	18.6

The listing continues.
SMILES	STK33 inh	OX1R antag
Cc1cc(NC(=O)/C=C/c2ccccc2)c(C(C)C)cc1O	0.3	9.3
COc1ccc(OC)c(-n2c(SCC(C)=O)nnc2-c2cccc(S(=O)(=O)N(C)C)c2)c1	-2.3	9.0
O=C1C(C=NCC2CCCO2)=C(O)c2ccccc21 (configuration not stated)	1.5	23.0
Cc1cccc(N2CCN(C(=O)c3ccccc3NC(=O)C3CC=CCC3C(=O)O)CC2)c1 (configuration not stated)	0.0	23.7
CCOC(=O)c1cnc(SC2CC(=O)N(c3cccc(OC)c3)C2=O)nc1N (configuration not stated)	-0.5	24.3
O=C(Nc1ncccc1O)c1ccc2ccccc2c1	-0.4	10.1
COc1cc(NC(=O)COC(=O)c2n[nH]c3ccccc23)c(C)cc1[N+](=O)[O-]	0.3	16.4
CN(C)C1=NCCN1CCC1CCCC1	-1.6	10.6
CN(C/C=C/C#CC(C)(C)C)Cc1cccc2ccccc12	0.2	10.0
c1ccc(-c2cc(-c3nn4c(-c5ccco5)nnc4s3)c3ccccc3n2)cc1	x	13.7
N#CC1(NC(=O)CSc2nnc3n2CCCCC3)CCCCC1	-0.3	7.6
CCN1C(=NCCc2ccccn2)N[C@@H](c2cccc(C(F)(F)F)c2)C(C(=O)OC)=C1C	-0.8	7.5
Oc1ccc(-c2csc(Nc3cccc4ccccc34)n2)cc1O	0.5	16.6
CCn1nc(C(=O)NCC2COc3ccccc3O2)c2ccccc2c1=O (configuration not stated)	-0.4	8.3
O=C(COC(=O)c1cccs1)Nc1ccccc1[N+](=O)[O-]	6.6	76.5
CCN(C(=O)COC(=O)c1cc(-c2ccc3cc(OC)ccc3c2)nc2ccccc12)C1CCS(=O)(=O)C1 (configuration not stated)	-2.4	4.8
Cc1ccc(CNC(=O)Cn2cnc(S(=O)(=O)N3CCCCC3)c2)o1	1.2	10.4
CCOc1ccc(-n2c(SCC)nc3c(c2=O)SCC3)cc1	-2.8	14.5
C/C(Cl)=C\Cn1c(N2CCCCCC2)nc2c1c(=O)n(C)c(=O)n2C	1.1	29.1
Cc1nc(N)nc(N)c1CCCc1ccc(Cl)c(Cl)c1	0.9	25.1
COc1ccccc1NCCC(=O)OCC(=O)NC1CC1	0.8	3.7
CCN(CC)C(=O)c1sc2nc(Cc3ccccc3)[nH]c(=O)c2c1C	0.2	10.9
Cn1c(CC(=O)Nc2ccccc2)nnc1SCCOc1ccccc1	0.0	14.5
Cc1nn(CC(=O)NCc2ccccc2)c(=O)c2cccn12	-0.1	3.2
COc1ccc(CC(=O)Nc2cccc(C(=O)Nc3cccc(C)c3)c2)cc1	-1.5	15.5
CCCCSc1nc(C)c(CC(=O)O)c(=O)[nH]1	-2.0	20.1
C#CCOCCOCCOCCNc1nc(N2CCN(C(=O)C([C@@H](C)CC)n3cc(C(N)COC(=O)C(F)(F)F)nn3)CC2)nc(N2CCN(C(=O)C([C@@H](C)CC)n3cc(C(N)CC(C)C)nn3)CC2)n1 (some centres not stated)	-0.7	27.2
Cc1ccc(-c2nnn(CC(=O)N(c3cnc4ccccc4c3)C(C(=O)NC3CCCC3)c3ccncc3)n2)o1 (configuration not stated)	-1.5	12.2
Cc1ccc(C(=O)NC2CCS(=O)(=O)C2)cc1S(=O)(=O)N1CCCC1 (configuration not stated)	-0.2	13.6
COC(CNC(=O)c1cn(C)c2ccc(S(=O)(=O)N(C)C3CCCCC3)cc2c1=O)OC	0.4	4.0
COc1ccc(C2Nc3ccccc3C(=O)N2NC(C)=O)c(OC)c1 (configuration not stated)	0.4	-1.4
S=C(Nc1ccc(CN2CCCCC2)cc1)Nc1cccc(Cl)c1Cl	-0.5	12.9
O=C1c2ccncc2C(=O)N1C1CCCCC1	-0.6	19.4
CC(c1nnc(SCC(=O)NC(=O)NCc2ccco2)n1-c1ccc(Cl)cc1)N(C)C (configuration not stated)	-3.6	10.1
Cc1cc(=O)oc2c3c(cc(OCC(=O)NC(Cc4ccc(Cl)cc4)C(=O)O)c12)OC(C)(C)CC3 (configuration not stated)	-0.3	14.1
C=CCNC(=S)NNC(=O)c1ccc2c(c1)OCO2	-0.7	8.3
O=S(=O)(NCc1ccccc1Cl)c1cccs1	1.2	15.8
Oc1ccccc1C(Nc1nccs1)c1ccc2cccnc2c1O (configuration not stated)	4.3	3.9
COc1cc(C(c2sc3nc(C)nn3c2O)N2CC(C)CC(C)C2)cc(OC)c1OC (configuration not stated)	-0.5	11.9
Cc1ccc(S(=O)(=O)N/N=C\c2cn(-c3ccccc3)nc2-c2ccccc2)cc1	0.2	1.1
Cc1ccc(C(=O)CSc2nnc(-c3c[nH]c4ccccc34)o2)cc1	-4.6	20.2
Cc1ccc(C2(C)NC(=O)N(CC(=O)Nc3cc(S(=O)(=O)N4CCOCC4)ccc3C)C2=O)cc1 (configuration not stated)	0.7	8.3
NCC(c1ccccc1Cl)c1c[nH]c2ccccc12 (configuration not stated)	0.5	10.9
CCOc1ccc(-n2nnnc2SCC(=O)Nc2ccc(NC(C)=O)cc2)cc1	-0.1	13.6
COc1ccc(OCc2cc(C(=O)NC(C)c3csc(C)n3)no2)c(Cl)c1 (configuration not stated)	-0.4	4.7
COc1ccccc1NS(=O)(=O)c1cc([N+](=O)[O-])ccc1N/N=C/c1c(C)[nH]c2ccccc12	0.2	14.9
CCN(CC)CCn1c2ccccc2c2nc(C)sc21	-0.7	17.1
COc1cc(/C=C2\SC(N)=NC2=O)ccc1OCC(=O)Nc1ccccc1C	-2.0	11.1

Complete entries, looked up by structure. Order of values: STK33 inh	OX1R antag
Entry for O=S(=O)(NCc1ccccc1Cl)c1cccs1 → 1.2	15.8
Entry for Cc1ccc(C(=O)CSc2nnc(-c3c[nH]c4ccccc34)o2)cc1 → -4.6	20.2
Entry for COc1cc(/C=C2\SC(N)=NC2=O)ccc1OCC(=O)Nc1ccccc1C → -2.0	11.1

Additional compounds.
SMILES	STK33 inh	OX1R antag
NC(=O)c1ccc(N=Cc2c(O)ccc3ccccc23)cc1	18.3	24.6
O=C(Nc1ccc(N2CCN(C(=O)c3ccco3)CC2)cc1)c1ccc(F)cc1	x	26.8
CCOc1cc(C)c(C(C)C)cc1S(=O)(=O)n1ccc(C)n1	0.8	22.3
CCOC(=O)c1nnn(-c2nonc2N)c1CN(CC)CC	2.3	15.5
Cc1ccnc(-n2c(C)cc(C=O)c2C)c1	1.4	15.2
NC1=NC(=O)C(Cc2cccc(Cl)c2)S1 (configuration not stated)	-2.8	20.5
Cc1ccc(NC(=O)COc2cccc(-n3cnnn3)c2)cc1S(=O)(=O)N1CCOCC1	0.5	0.9
CCOC(=O)C1(CCOc2ccccc2)CCN(Cc2ccc(COC)o2)CC1	0.4	19.9
O=C(CSCC(=O)N1CCCc2ccccc21)Nc1nc(-c2ccccc2)cs1	-0.9	33.3*
Cc1ccc2c(CC(=O)NC3CCS(=O)(=O)C3)coc2c1C (configuration not stated)	0.7	9.5
NC(=O)c1ccccc1NC(=O)/C=C/c1c(Cl)cccc1Cl	-1.2	13.1
COc1ccc(/C(C)=N/N=C2/NC(=O)CC(C(=O)O)S2)cc1F (configuration not stated)	-2.0	3.8
O=C1Nc2ccc(Cl)cc2C(C#CC2CC2)(C(F)(F)F)O1 (configuration not stated)	-2.6	13.8
CCOC(=O)c1cc2cc(C)ccc2[nH]1	-1.3	31.1
Cc1ccc(-c2nc3ncccc3o2)cc1NC(=O)c1cccnc1	-0.1	3.5
Cc1nc2oc(C(=O)c3ccc(Br)cc3)c(N)c2c2c1COC(C)(C)C2	-4.7	7.6
Cc1c(CC(=O)NCC(C)C)c(=O)oc2cc3c(cc12)CCC(C)(C)O3	1.2	3.5
CC1=C(C(=O)Nc2cc(C(=O)N3CCC(C)CC3)ccc2C)SCCO1	-0.4	2.8
Cc1cccc(-c2noc(CCc3ccccc3)n2)c1	1.7	13.6
CCOc1ccc(C(=O)NC(C)C2COc3ccccc3O2)cc1 (configuration not stated)	-0.3	5.5
COc1ccc(C(=O)NC(=O)CSc2n[nH]c(N)n2)cc1	0.8	10.3
CCOC(=O)c1cn(-c2c(C)n(C)n(-c3ccccc3)c2=O)c2c(F)c(F)c(F)cc2c1=O	-3.7	1.3
CN1CCN(CCC(=O)N/N=C/c2cc([N+](=O)[O-])ccc2O)CC1	-2.0	11.4
Cc1nc([N+](=O)[O-])c(NCCCO)n1Cc1ccccc1	-1.6	12.5
CCOc1ccccc1N(C)S(=O)(=O)c1ccc2[nH]cc(C(=O)N(CCOC)CCOC)c(=O)c2c1	0.0	9.8
COc1ccccc1CNC(=O)CCNS(=O)(=O)c1cc(Br)cnc1N	-1.2	18.9
C=CCc1ccc(OCCn2cccc2C=O)c(OC)c1	-1.9	11.2
O=C(CC1C(=O)NCCN1C(=O)Nc1ccc(F)cc1F)Nc1ccc(F)cc1 (configuration not stated)	-1.6	5.3
CCOC(=O)N1CCC(NC(=O)c2ccc(OC)c(CN3CC(=O)N4CCCC4C3=O)c2)CC1 (configuration not stated)	2.8	6.7
C/C(=N\NS(=O)(=O)c1ccccc1)c1ccc2c(c1)OCCO2	11.2	16.7
O=C(Cn1nc(Cc2cccnc2)c2ccccc2c1=O)NCC1CCCO1 (configuration not stated)	-1.3	13.9
Cc1cccc(Cn2cc(SCC(=O)Nc3nccs3)c3ccccc32)c1	-0.7	34.2*
COc1ccc(S(=O)(=O)NC(CC(=O)NC2CCCC2)c2ccco2)cc1 (configuration not stated)	-2.1	59.3
Cc1ccc(NC(=O)CN(C)CC(=O)Nc2ccc(F)c(F)c2F)c(Cl)c1	-0.2	30.9
O=C1CCNc2c(Cl)cc(Cl)cc21	1.1	5.2
COC(=O)c1cc(Br)c(=O)n(-c2ccccn2)c1	0.1	31.4
O=C(CSc1ncn[nH]1)c1ccc2c(c1)OCO2	1.5	2.0
Cc1sc2nc(CC(N)=O)[nH]c(=O)c2c1-c1ccccc1	0.5	-4.3
CC1(C)N=C(c2ccc(Cl)cc2)C(=O)N1	-1.9	3.8
O=C(c1cnn2c(C(F)(F)F)cc(-c3ccc4c(c3)OCO4)nc12)N1CCCCC1	-1.5	2.2
Cc1ccc(CSc2nn3c(=O)c(C)nnc3s2)cc1	-0.7	13.2
Nc1ncnc2c1ncn2[C@@H]1O[C@H](CO)[C@@H](O)[C@@H]1O	1.0	16.3
Cc1ccc(-c2cc(C(=O)NCC3CCCO3)no2)cc1 (configuration not stated)	-0.7	23.2
CC(=O)c1cccc(NC(=O)CSc2ncc(C(=O)Nc3ccccc3)c(=O)n2C)c1	0.2	13.8
CC1CCc2[nH]nc(C(=O)O)c2C1 (configuration not stated)	-0.4	5.5
COC(=O)C1CN(C(=O)COc2ccc(C)cc2)c2ccccc2O1 (configuration not stated)	-1.7	-3.8
O=[N+]([O-])c1c(NCCCO)cc(SCc2ccco2)c2nonc12	0.9	61.2*
Cc1noc(C)c1C(=O)OCC(=O)N1CCc2ccccc21	-1.3	2.9
Cc1ccccc1OCCC(=O)OCC(=O)N1CCN(S(=O)(=O)c2ccc(Cl)cc2)CC1	-1.3	18.9
CCOC(=O)N1CCN(C(=O)CCN2C(=O)/C(=C\c3ccccc3OC)SC2=S)CC1	-1.1	1.2
CCOC(=O)NN1C(=O)c2ccccc2NC1c1cccnc1 (configuration not stated)	-0.5	0.2
